# Bioassay records from PubChem BioAssay.
# ALDH1A1 block = blocks purified human ALDH1A1 activity; Purified ALDH1A1, NADH fluorescence, propionaldehyde substrate; actives 7.3% (n = 220,000); Potency, µM (series often up to 75.3 µM), inactives show top-dose activity, negative = inhibition, actives largely listed as inhibitors; active means well fitted inhibition curve with a large enough effect, not every such curve was filed as active; inconclusive means small, poorly fitted or top-dose-only effect, or another doubt; inactive means no such curve, though single readings can be large or run the other way;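 further: plate controls were no enzyme wells and a reference inhibitor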
# TRb SRC2 PPI = disrupts binding of human TR beta to SRC2 | P10828 | actives 0.065% (n = 280,000) | Potency, µM (series often up to 106 µM), inactives show at the top dose activity change, negative = inhibition, hits mostly inhibitors | TRbeta-SRC2 peptide binding, fluorescence polarization; receptor liganded with 1 µM T3;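 further: plate controls were bound peptide for no effect and peptide without receptor for full effect; nearly all actives have a fitted effect of over 50% in size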
# Target sequence (P10828 whole entry, looked up): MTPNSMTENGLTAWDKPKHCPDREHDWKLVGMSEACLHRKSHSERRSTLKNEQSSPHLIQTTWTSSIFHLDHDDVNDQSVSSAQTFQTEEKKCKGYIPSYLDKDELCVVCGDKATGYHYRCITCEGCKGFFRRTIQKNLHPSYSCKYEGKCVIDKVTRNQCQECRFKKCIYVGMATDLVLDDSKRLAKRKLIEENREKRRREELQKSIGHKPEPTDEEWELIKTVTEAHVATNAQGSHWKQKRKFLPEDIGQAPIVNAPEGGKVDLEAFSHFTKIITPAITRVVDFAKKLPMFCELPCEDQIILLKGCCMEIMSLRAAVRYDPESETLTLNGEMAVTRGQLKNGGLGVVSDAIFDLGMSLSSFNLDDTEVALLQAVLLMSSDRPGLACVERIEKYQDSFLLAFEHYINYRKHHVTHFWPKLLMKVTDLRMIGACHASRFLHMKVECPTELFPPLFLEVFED
#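 Binding of a 20-amino-acid Texas Red SRC2 peptide (20 nM) to TRb ligand-binding domain (0.6 uM) with agonist T3 at 1 uM was followed by fluorescence polarization after a 5 hr room-temperature incubation.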
# Tau FP inhib = inhibitors of human tau fibril formation; actives 0.39% (n = 280,000); Potency, µM (doses to about 57.7 µM), inactives show top-dose activity, negative = inhibition, actives largely listed as inhibitors; P10636; K18 P301L tau heparin fibrillization, Alexa594 FP, 6 h; AID 1468; further: nearly all actives have a fitted effect of over 55% in size
# Target sequence (P10636 561-689 P618L limits assumed): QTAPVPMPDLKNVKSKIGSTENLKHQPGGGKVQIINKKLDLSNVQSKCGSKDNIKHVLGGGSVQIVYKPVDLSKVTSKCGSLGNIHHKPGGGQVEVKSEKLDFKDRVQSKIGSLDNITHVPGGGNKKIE
#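 Recombinant K18 P301L […], labeled with Alexa 594 at 0.24 uM over 15 uM unlabeled; heparin inducer 20 uM final; 37 C, 6 hr; FP endpoint.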
# Tau ThT inhib = inhibitors of human tau fibril formation, thioflavin T binding. actives 2.1% (n = 270,000). recombinant tau K18 P301L, heparin-induced fibrillization, ThT fluorescence. Potency, µM (top dose mostly 57.4 µM), inactives show at the top dose activity, negative = inhibition, hits mostly inhibitors. P10636. AID 1460; further: nearly all actives have a fitted effect of over 55% in size
#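 K18 P301L tau (15 uM + 0.24 uM Alexa 594-tagged), heparin 20 uM, NaOAc pH 7, 6 h 37 C; ThT 30 uM, 1 h RT, ex 450/em 510 nm.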
# Tau fluor counter = counter-screen for tau fibril formation inhibitors | actives 0.93% (n = 280,000) | tau K18 P301L (four-repeat tau fragment) Alexa594 fluorescence, heparin fibrillization | Potency, µM (series often up to 57.7 µM), inactives show at the highest dose activity change, negative = decrease | AID 1463; further: nearly all actives have a fitted effect of over 55% in size
#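 Human K18 P301L tau (15 uM unlabeled plus 0.24 uM Alexa 594-labeled, final) in 100 mM sodium acetate pH 7 was mixed with compound and 20 uM heparin and incubated 6 hr at 37 C.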
# TexasRed fluor = alters Texas Red total fluorescence, flagging assay interference; TRb/SRC2 Texas Red total fluorescence interference; Potency, µM (titrated, usually from 106 µM), for inactives: top-dose fluorescence change, negative = quenching; actives 0.29% (n = 280,000); active means well fitted curve in either direction with a large enough effect; inconclusive means small, poorly fitted or top-dose-only effect
#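 Flags fluorescent or light-absorbing compounds by total fluorescence, S + 2P, at 555 nm excitation and 632 nm emission. Mixture: 20 nM Texas Red SRC2 peptide, 0.6 uM human TRb LBD, 1 uM T3, 5% DMSO; compound exposure 5 h at ambient temperature.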
# L3MBTL1 inh = L3MBTL1 (human) inhibition | Q9Y468 | actives 0.66% (n = 230,000) | AlphaScreen L3MBTL1–H3K9me1 peptide binding | Potency, µM (series often up to 57.1 µM), without a hit: top-dose activity, negative = inhibition, actives largely listed as inhibitors; further: nearly all actives have a fitted effect of over 60% in size
#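 Displacement of a biotinylated histone H3(1-15) peptide monomethylated at Lys9 (75 nM) from L3MBTL1 (50 nM) was measured by AlphaScreen after a 30 min room-temperature compound incubation; cefsulodin titration served as intraplate control.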
# aGal spleen mod = inhibitors or activators of human alpha-galactosidase in spleen homogenate. actives 0.008% (n = 240,000). Potency, µM (titrated, usually from 80 µM), for inactives: at the highest dose activity change, negative = inhibition, most hits filed as inhibitors. human spleen homogenate, 4MU-alpha-Gal fluorescence, 40 min. P06280;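 further: 0% = enzyme with vehicle and -100% = no enzyme basal signal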
# Target sequence (P06280 32-429 limits assumed): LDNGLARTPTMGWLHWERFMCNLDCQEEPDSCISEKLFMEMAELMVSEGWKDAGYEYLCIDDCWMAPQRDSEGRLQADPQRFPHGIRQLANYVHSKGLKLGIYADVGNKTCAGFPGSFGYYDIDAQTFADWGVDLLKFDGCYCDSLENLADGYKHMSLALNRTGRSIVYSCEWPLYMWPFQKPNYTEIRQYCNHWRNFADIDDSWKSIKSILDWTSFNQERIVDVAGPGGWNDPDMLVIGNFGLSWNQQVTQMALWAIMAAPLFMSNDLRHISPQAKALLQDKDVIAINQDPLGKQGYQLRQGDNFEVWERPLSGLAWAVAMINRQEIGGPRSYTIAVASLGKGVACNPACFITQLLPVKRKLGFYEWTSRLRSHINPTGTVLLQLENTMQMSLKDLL
#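 qHTS titration in buffer at pH 5.0. Alpha-galactosidase activity in spleen homogenate was measured via 4-methylumbelliferone release from 1 mM fluorogenic substrate after 40 min at 37C and a pH 10 stop. AC50 came from Hill fits of control-normalized data.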
# Starred values were filed as active, the others as inactive; ? = inconclusive; nt = no result given; [ ] = dose if it differs, or a comment. Unless noted, the call rests on the fitted dose curve; in most records, active means well fitted curve in the direction sought with a large enough effect; inconclusive means small, poorly fitted or top-dose-only effect, or another doubt; inactive means no such curve, though single readings can be large; an effect the other way counts as inactive or inconclusive. Unless noted, on the % scale 0 is the no-effect control and ±100 the full control effect; potency means the concentration at half of the fitted maximal effect.
item	Molecule	ALDH1A1 block	TRb SRC2 PPI	Tau FP inhib	Tau ThT inhib
1	CCCCNC(=O)c1cccc(NC(=O)C(=O)c2ccccc2NC(C)=O)c1	5%	-7%	7%	-1%
2	Cc1ccc(C)c(NC(=O)Cn2cnc3nc4c(cc3c2=O)CCCC4)c1	nt	3%	-5%	-4%
3	CCC1Oc2ccccc2N(CC(=O)Nc2ccccc2OC)C1=O (stereo not given)	7%	0%	-2%	-12%
4	CCC(C)[C@H](NC(=O)Nc1ccc(C)cc1C)C(=O)O (stereo not given in full)	nt	4%	4%	5%
5	CC1(C)Cn2c(nnc2-c2ccccc2)S1	3%	4%	-2%	0%
6	C[C@@H](c1ccccc1)N1C(=O)[C@H]2[C@H]3[C@H](O)[C@H](O)C/C(=N/NC(=O)OCc4ccccc4)[C@H]3CC[C@@H]2C1=O	2%[13.5 µM]	0%[11.2 µM]	-1%[11.6 µM]	-8%[11.5 µM]
7	O=C(CSc1nc2ccsc2c(=O)n1-c1ccc(Br)cc1)NCc1ccc(Cl)cc1	nt	3%	-8%	2%
8	CC(=O)c1cccc(NC(=S)NC(=O)CC(C)(C)C)c1	-4%	5%	-3%	-3%
9	O=C(N/C(=C\c1ccccc1)C(=O)N1CCN(CCO)CC1)c1ccccc1	3%	-2%	4%	4%
10	O=C(Nc1ccccc1N1CCOCC1)c1cc(-c2ccco2)nc2ccccc12	-14%	-9%	0%	?

item	Tau fluor counter	TexasRed fluor	L3MBTL1 inh	aGal spleen mod
1	-7%	-1%	-2%	2%
2	-3%	-3%	nt	nt
3	-13%	0%	2%	-1%
4	8%	-1%	6%	3%
5	-4%	0%	nt	3%
6	-8%[11.6 µM]	-22%[11.2 µM]	nt	3%[17.5 µM]
7	-13%	0%	nt	nt
8	-8%	-3%	4%	-4%
9	10%	-1%	0%	1%
10	?	-8%	nt	-8%

# 6 of the compounds above, with values under each structure:
# Each structure is followed by: ALDH1A1 block | TRb SRC2 PPI | Tau FP inhib | Tau ThT inhib | Tau fluor counter | TexasRed fluor | L3MBTL1 inh | aGal spleen mod
4	CCC(C)[C@H](NC(=O)Nc1ccc(C)cc1C)C(=O)O (stereo not given in full)
    nt | 4% | 4% | 5% | 8% | -1% | 6% | 3%
5	CC1(C)Cn2c(nnc2-c2ccccc2)S1
    3% | 4% | -2% | 0% | -4% | 0% | nt | 3%
6	C[C@@H](c1ccccc1)N1C(=O)[C@H]2[C@H]3[C@H](O)[C@H](O)C/C(=N/NC(=O)OCc4ccccc4)[C@H]3CC[C@@H]2C1=O
    2%[13.5 µM] | 0%[11.2 µM] | -1%[11.6 µM] | -8%[11.5 µM] | -8%[11.6 µM] | -22%[11.2 µM] | nt | 3%[17.5 µM]
7	O=C(CSc1nc2ccsc2c(=O)n1-c1ccc(Br)cc1)NCc1ccc(Cl)cc1
    nt | 3% | -8% | 2% | -13% | 0% | nt | nt
8	CC(=O)c1cccc(NC(=S)NC(=O)CC(C)(C)C)c1
    -4% | 5% | -3% | -3% | -8% | -3% | 4% | -4%
9	O=C(N/C(=C\c1ccccc1)C(=O)N1CCN(CCO)CC1)c1ccccc1
    3% | -2% | 4% | 4% | 10% | -1% | 0% | 1%

# Single entries from the results shown:
# For Tau fluor counter, entry 5 has the entry -4%
# For aGal spleen mod, entry 9 has the entry 1%
# For TRb SRC2 PPI, entry 7 has the entry 3%

# Later entries
item	Molecule	ALDH1A1 block	TRb SRC2 PPI	Tau FP inhib	Tau ThT inhib
11	Nc1nc(Br)c2ccccc2c1-c1ccc(F)cc1	-1%	-5%	-7%	-8%
12	CCCCCn1cnc2c(=S)nc(N)[nH]c21	nt	-9%	-4%	5%
13	CC(=O)Nc1ccccc1OCC(=O)c1cc(C)n(Cc2cccs2)c1C	?	-3%	-5%	?
14	CC(=O)N1/C(=C/c2ccc(N(C)C)cc2)C(=O)c2ccccc21	?	3%	-12%	10µM*
15	Cc1cccc(-c2nc(CSCC(=O)NCc3cccs3)c(C)o2)c1	?	0%	-4%	-14%
16	O=C(NCc1ccccc1)N[C@@H](Cc1ccccc1)C(=O)O	14%	-8%	-2%	3%
17	O=C(CCl)NC(=O)NC12CC3CC(CC(C3)C1)C2	7.9µM*	2%	3%	-4%
18	CN1C(=O)SC(Nc2ccc(F)cc2)C1=O (stereo not given)	?	-3%	-4%	1%
19	CCOC(=O)C1=C(C)NC2(O)c3ccccc3C(=O)C12O (stereo not given)	?	0%	1%	2%
20	COc1cccc(CNc2ccc([N+](=O)[O-])cc2C)c1	-11%	-2%	-9%	?

item	Tau fluor counter	TexasRed fluor	L3MBTL1 inh	aGal spleen mod
11	-5%	-1%	35%[activator]	-5%
12	4%	-6%	nt	-16%
13	-21%	-7%	-5%[11.4 µM]	-8%
14	10µM*[quencher]	-2%	nt	1%
15	-15%	1%	nt	6%
16	8%	1%	-9%	0%
17	6%	-1%	12%	-4%
18	1%	-1%	nt	6%
19	4%	2%	-14%	3%
20	-29%	-1%	-18%	2%

# (listing goes on)
item	Molecule	ALDH1A1 block	TRb SRC2 PPI	Tau FP inhib	Tau ThT inhib
21	O=C1OC(/C(=C\Nc2ccccc2)[N+](=O)[O-])c2ccccc21 (stereo not given)	nt	-10%	?	nt
22	CC1=C/C(=N\S(=O)(=O)c2ccccc2)C(C(C)C)=CC1=O	-12%	3%	-3%	1%
23	Cc1nc2cc3sc(C)nc3cc2s1	5%	4%	-3%	-8%
24	Cc1c(NC(=O)c2ccccc2F)c(=O)n(-c2ccccc2)n1C	5%	12%	4%	-2%
25	CCc1cc2c(cc3c(=O)n(CCCC(=O)NCc4cccc(Cl)c4)ncn32)s1	nt	10%	-11%	-7%
26	FC(F)(F)c1cc(C(F)(F)F)c2ccc(Oc3ccccc3)nc2n1	0%	8%	-7%	-5%
27	CC(CNCC1CCCO1)COc1ccccc1 (stereo not given)	-15%	2%	3%	-1%
28	O=C(CC1NCCNC1=O)OCc1ccccc1 (stereo not given)	3%	-1%	-2%	-4%
29	O=C(Nc1ccccc1Cl)N1CCN(c2ccc3nnc(-c4ccccc4)n3n2)CC1	?	-4%	10%	?
30	O=C(NC(=S)N1CCN(C/C=C/c2ccccc2)CC1)c1cccnc1	nt	4%	-3%	-13%

item	Tau fluor counter	TexasRed fluor	L3MBTL1 inh	aGal spleen mod
21	-14%	-3%	nt	?
22	3%	2%	-6%	2%
23	-6%	0%	nt	4%
24	-3%	2%	-2%	-6%
25	-3%	-3%	nt	nt
26	-5%	-5%	0%	-14%
27	0%	-4%	nt	4%
28	3%	1%	nt	?
29	-14%	-3%	nt	4%
30	-12%	-3%	11%	-1%

# Next results
item	Molecule	ALDH1A1 block	TRb SRC2 PPI	Tau FP inhib	Tau ThT inhib
31	O=C(C1=NOC(CNc2ncc(C(F)(F)F)cc2Cl)C1)N1CCOCC1 (stereo not given)	11%	2%	8%	6%
32	CC[C@H]1OC(=O)[C@H](C)[C@@H](O[C@H]2C[C@@](C)(OC)[C@@H](O)[C@H](C)O2)C(C)[C@@H](O[C@@H]2O[C@H](C)C[C@H](N(C)C)[C@@H]2O)[C@](C)(OC)C[C@@H](C)C(=O)[C@H](C)[C@@H](O)[C@]1(C)O (stereo not given in full)	12%	1%	-3%	-1%
33	COc1ccc([N+](=O)[O-])cc1NC(=O)Cn1ccc(C(F)(F)F)n1	3%	-8%	7%	0%
34	CCCCOC(=O)NCN1C(=O)C2C3C=CC(C3)C2C1=O (stereo not given)	-3%	-1%	-4%	7%
35	Cc1cc(C)c2c(=O)[nH]c(SCC(=O)N(C)C)nc2n1	-14%	-7%	-11%	0%
36	O=C(CSc1nc2c([nH]c3ccccc32)c(=O)n1-c1ccc(Cl)cc1)N1CCc2ccccc21	nt	2%	6%	6%
37	COCc1cccc(NC(=O)Cc2cccc3ccccc23)c1	0%	10%	-4%	-5%
38	C=CCn1c(Cc2ccc(OC)cc2)nnc1SCC(=O)NCCc1ccccc1	-4%	6%	-3%	-3%
39	CCN(CC)C(=O)CSc1nc(O)cc(=O)n1-c1ccccc1OC	1%	-1%	3%	3%
40	COc1ccc(CN(C(=O)Cn2nnc3ccccc32)C(C(=O)NC(C)(C)C)c2ccco2)cc1 (stereo not given)	9%	-10%	6%	9%

item	Tau fluor counter	TexasRed fluor	L3MBTL1 inh	aGal spleen mod
31	5%	-4%	-3%	-3%
32	-3%	-3%	nt	-3%
33	-2%	-8%	12%	8%
34	13%	1%	0%[11.4 µM]	-1%
35	-5%	-4%	1%	-3%
36	7%	-22%	nt	nt
37	-13%	0%	5%	-3%
38	-7%	-5%	0%	-3%
39	5%	-2%	0%	?
40	7%	-2%	6%	-11%

# Going on with the list:
item	Molecule	ALDH1A1 block	TRb SRC2 PPI	Tau FP inhib	Tau ThT inhib
41	CCCCNC(=S)N(Cc1ccco1)Cc1cc2cc3c(cc2[nH]c1=O)OCCO3	?	4%	2%	-6%
42	CCOC(=O)c1cccc(NC(=O)c2cc(C)nc3c2c(C)nn3-c2ccc(C)cc2)c1	nt	1%	-10%	-3%
43	Cc1ccc(CC(NC(=O)c2ccccc2)C(=O)NC(Cc2ccccc2)C(=O)O)cc1 (stereo not given)	2%	1%	0%	-1%
44	O=C(CCCCCNC(=O)c1ccccc1)N/N=C/c1ccccc1	-7%	-5%	4%	-3%
45	NC1=NC(=O)S/C1=C\c1ccc(F)cc1	-3%	3%	4%	2%
46	Cc1ccccc1CNC(=O)c1ccc(Cn2c(SCc3ccccc3)nc3cccnc32)cc1	nt	-5%	-2%	3%
47	O=C(O)CCC(=O)Nc1ccc(N=Nc2ccccc2)cc1	2%	-4%	-4%	?
48	O=C(NCc1ccccc1)c1cc(S(=O)(=O)N2CCOCC2)ccc1F	-7%	7%	8%	4%
49	O=[N+]([O-])c1cc(Cl)cc(C2=NCCN2)c1	-6%	-7%	0%	-10%
50	CC1Cc2ccccc2N1C(=O)CSc1nnnn1Cc1ccccc1 (stereo not given)	?	1%	0%	-1%
51	CCCNc1cc(=S)nc(N)[nH]1	nt	-2%	?	?

item	Tau fluor counter	TexasRed fluor	L3MBTL1 inh	aGal spleen mod
41	-26%	0%	-3%	-1%
42	-21%	0%	nt	nt
43	1%	-1%	18%	-6%
44	-2%	11%	3%	0%
45	1%	-1%	nt	0%
46	-20%	6%	nt	nt
47	-4%	-2%	1%	-8%
48	3%	5%	nt	9%
49	-9%	1%	nt	-19%
50	-9%	-2%	8%	1%
51	-15%	-1%	-23%	-7%

# Random draw from the library. About 8.5% of those tested had a hit in this group.
